NFkB transloc inh = blocks IL-1B driven NFkB nuclear translocation in HUVEC cells; HUVEC IL-1B NFkB p65 nuclear translocation imaging; inhibition, % at 2 µM; 94,000 compounds, 0.43% hits; AID 796;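 active = inhibition above about 30% together with a positive call from visual inspection of the well image, limit read from the data; inconclusive = inhibition above a set limit but visual check negative; inactive = inhibition not above a set limit, visual check negative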;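 note: nuclear over cytoplasmic p65 intensity ratio measured by imaging; 0% = IL-1B stimulated DMSO wells and 100% = unstimulated DMSO wells; values of inactives mirror those of a sister screen read the other way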
MRP reversal = reverses drug resistance mediated by MRP. differential viability (reversal), % at 10 µM. H69AR cells + 2 uM doxorubicin, CellTiter-Glo, 72 h. 85,000 compounds, 0.04% hits. AID 602;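 active = viability drop by adding the cancer drug above about 55%, with treated viability meeting a 40% cutoff, limit read from the data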;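 note: viability without doxorubicin minus viability with 2 µM doxorubicin for each compound; larger differential means the compound sensitizes cells more to doxorubicin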
Bcl-B TR3 displacers = displacers of TR3 peptide from Bcl-B, primary screen, selectivity assay for Bfl-1 inhibitor project, biochemical, fluorescence polarization. FP displacement of FITC-TR3 peptide from Bcl-B; higher % means a stronger effect. displacement, % at 20 µM; hits with a dose series show IC50 in µM. 96,000 compounds, 0.11% hits. AID 748;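 active = displacement above 50% at 20 µM plus a fluorescence interference ratio under 1.5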;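 note: plate controls were wells without compound for no effect and wells lacking Bcl-B protein for full effect; a part of the inactive calls stands beside numbers as strong as those of hits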
NFkB transloc pot = enhances IL-1B driven NFkB nuclear translocation | 94,000 compounds, 0.3% hits | AID 819 | HUVEC IL-1B NFkB p65 nuclear translocation imaging | activation, % at 2 µM;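 active = activation above 40%, about the mean plus 3 SD, also judged a hit on visual image review; inconclusive = activation above 40% but not a hit on visual review; inactive = activation not above 40% and no visual hit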;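 note: percent activation is computed from the nuclear over cytoplasmic p65 intensity ratio; values of inactives mirror those of a sister screen read the other way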
PLAP inhibitors HTS = PLAP enzyme inhibitors, biochemical, luminescence, HTS (AID 690) | 96,000 compounds, 0.08% hits | purified PLAP, luminescent substrate; higher % means a stronger effect | one-dose inhibition, % at 20 µM; IC50 in µM for titrated hits; in the data active = a potency from the dose series; inactive = the rest, 99 in 100 with inhibition below about 30%; note: strong numbers were not always called active
MRP reversal cytotoxicity = second read-out of MRP reversal, no call of its own (marks repeat the call); viability, %; H69AR cells, CellTiter-Glo, 72 h; measured here: cytotoxicity without doxorubicin
MRP reversal with doxorubicin = further read-out of MRP reversal, marked with its call; viability, %; measured here: viability with 2 uM doxorubicin; stronger effect = lower value
NFkB transloc inh cell count 2 µM = also measured in NFkB transloc inh; calls as there; cell count; measured here: cells passing quality filter;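 raw number of nuclei counted in each imaged well without normalization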
NFkB transloc pot cell count 2 µM = further read-out of NFkB transloc pot, marked with its call; cell count; measured here: cells passing quality filter
The depositor's hits bear a star; ? = inconclusive; · = no result given.

SMILES	NFkB transloc inh	NFkB transloc inh cell count 2 µM	MRP reversal	MRP reversal cytotoxicity	MRP reversal with doxorubicin	Bcl-B TR3 displacers	NFkB transloc pot	NFkB transloc pot cell count 2 µM	PLAP inhibitors HTS
Cc1[nH]c(C)c2c(=O)n(-c3ccccc3)ncc12	-15	163	4	98	94	-16%	15	163	6%
Cc1nc(C(=O)Nc2ccccc2Cl)cc2c1[nH]c1ccccc12	-7	80	·	·	·	-27%	7	80	-1%
CCN(CC)C(=O)CSc1nc2ccccc2c(=O)n1-c1cccc(OC)c1	-6	94	-10	86	95	4%	6	94	-35%
CCOC(=O)N1CCC(NC(=O)C2CCN(c3ccc(N4CCOCC4)nn3)CC2)CC1	-14	134	0	99	100	4%	14	134	-29%
O=C(O)CCc1ccc(-c2ccc(F)cc2)n1Cc1ccco1	10	183	19	93	74	1%	-10	183	-10%
COCCn1c(SCC(=O)c2[nH]c(C)c(C(C)=O)c2C)nc2ccccc21	3	193	-8	55	63	2%	-3	193	-25%
CC(C)CCn1c(N2CCC(C(N)=O)CC2)nc2c1c(=O)[nH]c(=O)n2C	·	·	2	92	90	19%	·	·	-15%
O=C(CC12CCC(CC1)C2)NCc1ccc2c(c1)OCO2	-13	95	7	101	94	·	13	95	·
Cc1cc(Nc2ccc(F)cc2)n2nc(C)nc2n1	3	176	8	92	84	-16%	-3	176	-56%
CCn1cc(C(=O)N2CCN(Cc3ccc4c(c3)OCO4)CC2)c(=O)c2ccc(C)nc21	-13	171	0	90	91	-5%	13	171	-52%
COc1ccc(C(=O)N[C@H](C(=O)NCC2CCCCC2)C(C)C)cc1	25	212	20	106	86	23%	-25	212	4%
CCCNC(=O)NS(=O)(=O)c1cnccc1Sc1ccc(Cl)c(Cl)c1	-6	147	·	·	·	-4%	6	147	-14%

Reformatted in markdown: part of the list above.
| Structure | NFkB transloc inh | NFkB transloc inh cell count 2 µM | MRP reversal | MRP reversal cytotoxicity | MRP reversal with doxorubicin | Bcl-B TR3 displacers | NFkB transloc pot | NFkB transloc pot cell count 2 µM | PLAP inhibitors HTS |
| --- | --- | --- | --- | --- | --- | --- | --- | --- | --- |
| CCN(CC)C(=O)CSc1nc2ccccc2c(=O)n1-c1cccc(OC)c1 | -6 | 94 | -10 | 86 | 95 | 4% | 6 | 94 | -35% |
| CCOC(=O)N1CCC(NC(=O)C2CCN(c3ccc(N4CCOCC4)nn3)CC2)CC1 | -14 | 134 | 0 | 99 | 100 | 4% | 14 | 134 | -29% |
| O=C(O)CCc1ccc(-c2ccc(F)cc2)n1Cc1ccco1 | 10 | 183 | 19 | 93 | 74 | 1% | -10 | 183 | -10% |
| COCCn1c(SCC(=O)c2[nH]c(C)c(C(C)=O)c2C)nc2ccccc21 | 3 | 193 | -8 | 55 | 63 | 2% | -3 | 193 | -25% |
| CC(C)CCn1c(N2CCC(C(N)=O)CC2)nc2c1c(=O)[nH]c(=O)n2C | · | · | 2 | 92 | 90 | 19% | · | · | -15% |

Next part:
SMILES	NFkB transloc inh	NFkB transloc inh cell count 2 µM	MRP reversal	MRP reversal cytotoxicity	MRP reversal with doxorubicin	Bcl-B TR3 displacers	NFkB transloc pot	NFkB transloc pot cell count 2 µM	PLAP inhibitors HTS
COc1cccc(-c2nn3c(-c4ccco4)nnc3s2)c1	·	·	9	88	80	25%	·	·	0%
Cc1cccc(OCc2nnc(SCC(=O)c3ccccc3)o2)c1	-11	192	-8	94	103	-1%	11	192	15%
Cc1ccc(C2C(=O)N(C3CCCC3)CC(=O)N2CC2COc3ccccc3O2)cc1 (configuration not stated)	-4	191	-11	56	67	-4%	4	191	-11%
CCOC(=O)c1oc2cc(O)ccc2c(=O)c1-c1csc(C)n1	-3	85	-11	72	84	11%	3	85	8%
CCN(CC)C(c1ccc(C)cc1)c1nnnn1C1CCCCC1 (configuration not stated)	5	155	-11	68	79	1%	-5	155	-46%
O=C(CCN1CCC(c2ccccc2)C1)c1cccs1 (configuration not stated)	8	100	·	·	·	0%	-8	100	-2%
Nc1nc(OCC(F)(F)F)cc(Oc2ccccc2F)n1	6	123	-55	36	92	1%	-6	123	10%
Cc1[nH]c2ccccc2c1C1C(c2ccccc2)=NN=C(C(C)C)N1O (configuration not stated)	-6	159	6	88	82	·	6	159	·
CC(=O)c1cccc(NC(=O)N2C3CCC2CC(O)(c2cccnc2)C3)c1 (configuration not stated)	-22	174	9	90	82	-2%	22	174	-13%
CCn1ccc(C(=O)NC2=C(C#N)CCC2)n1	-7	139	1	91	89	7%	7	139	-19%
CC(C)(C)c1cc(NS(=O)(=O)c2ccc3c(c2)OCCO3)on1	0	146	7	98	90	·	0	146	·
CC(=NCCc1ccccc1)C1=C(O)CCC1=O	-10	194	16	99	83	-13%	10	194	15%
O=C(CSc1nc2ccccc2c(=O)n1Cc1ccco1)N1CCN(c2ccccc2)CC1	13	89	24	98	74	2%	-13	89	-72%
O=C(Cc1ccccc1)Nc1nnc(-c2ccco2)s1	-59	117	-3	87	90	-67%	?	·	-32%
CCn1c(=O)c(C(=O)NCCCO)c(O)c2ccccc21	11	84	-2	78	79	4%	-11	84	-8%
O=C(Nc1ccccc1)C1C2CCC3C(CCC21)C3(Cl)Cl (configuration not stated)	3	120	·	·	·	-6%	-3	120	-12%
CC(C)Cn1[nH]c2c3c(ccc2c1=O)C(=O)c1ccccc1C3=O	4	130	·	·	·	66%	-4	130	-20%
Cn1c2ccc(F)cc2c2ncn(CCN3CCOCC3)c(=O)c21	-4	161	10	85	75	1%	4	161	-65%
Fc1ccc(C(CCCn2nnc(-c3cccnc3)n2)c2ccc(F)cc2)cc1	8	165	-12	84	95	-7%	-8	165	5%
COc1ccc(CNC(=O)C(C)N(Cc2ccco2)C(=O)c2snc(C(N)=O)c2N)cc1 (configuration not stated)	-6	135	-4	69	74	8%	6	135	-57%
CCOc1ccc(CNC(=O)CCn2c(=O)oc3ccccc32)cc1	-1	193	·	·	·	6%	1	193	6%
CCCC(C)C(=O)Nc1ccccc1C(=O)OCC (configuration not stated)	·	·	6	99	93	-6%	·	·	-11%
CC(CCc1ccccc1)NC(=O)/C=C/c1ccccc1 (configuration not stated)	2	91	·	·	·	0%	-2	91	13%
COc1cccc(-c2csc(NC(=O)Oc3ccccc3)n2)c1	-18	165	·	·	·	-8%	18	165	-14%
O=C(CSc1nnc(CNC(=O)c2c(F)cccc2Cl)o1)Nc1ccc2c(c1)OCCO2	12	120	15	87	72	-2%	-12	120	-49%
C=CCn1c(SCCN2CCOCC2)nc2c1c(=O)[nH]c(=O)n2C	-4	131	23	98	75	0%	4	131	0%
O=S(=O)(NC1CC1)c1ccc(S(=O)(=O)N2CCCc3ccccc32)cc1	6	155	1	85	84	0%	-6	155	32%
CS(=O)(=O)Nc1ccc(C(=O)NC2CC3CCC2C3)cc1 (configuration not stated)	-11	173	-26	79	104	8%	11	173	9%
Cc1c(CN(C)C)c2c(n1Cc1ccccc1)C(=O)c1ccccc1-2	11	95	-7	38	45	15%	-11	95	-56%
Cc1cccc(-n2ncc(C#N)c2N)c1	-1	108	-6	93	99	-9%	1	108	-10%
CCN(CC)c1ccc(C(=O)n2cnc3ccccc32)cc1	·	·	-34	21	56	0%	·	·	-4%
COc1cc(C)ccc1OCCCCN1CC(C)OC(C)C1 (configuration not stated)	-8	161	1	73	72	7%	8	161	-26%
COc1ccc(CN2C(=O)c3ccccc3C2C(=O)NCc2cccnc2)c(OC)c1 (configuration not stated)	-24	141	4	93	89	13%	24	141	-5%
CN1CCN(c2ccc(Cl)cc2NC(=O)c2nn(-c3ccccc3)c(=O)c3ccccc23)CC1	-1	164	0	5	5	24%	1	164	-23%
CCCOC(=O)c1cccc(NC(=O)C(C)(C)C)c1	-5	129	5	92	87	-1%	5	129	-16%
Fc1ccccc1C(c1nnnn1C1CCCC1)N1CCN(Cc2ccccc2)CC1 (configuration not stated)	77*	16*	23	93	70	·	-77	16	·
O=C1c2ccccc2C(Nc2ccc(Cl)cn2)N1Cc1ccccc1 (configuration not stated)	3	168	·	·	·	-2%	-3	168	-17%
Cn1cccc1Cc1nnc(SCC(=O)Nc2ccccc2F)n1CCc1ccccc1	-12	57	7	96	89	-2%	12	57	-45%
Nc1sc(-c2ccccc2)cc1C(=O)O	-25	143	·	·	·	-26%	25	143	-29%
O=C(CN1C2=NCCCN2c2ccccc21)c1ccc(Br)s1	-12	94	15	76	61	-8%	12	94	-19%
O=C(CSc1nc2ccccc2s1)c1cc2ccccc2o1	7	222	4	92	88	-12%	-7	222	-9%
CCN(C(=O)CCN1C(=O)c2ccccc2C1=O)C1CCCCC1	-4	186	1	103	103	8%	3	186	-21%
C=CC1=C(C(=O)O)N2C(=O)C(NC(=O)Cc3ccccc3)C2SC1 (configuration not stated)	0	142	3	99	96	10%	0	142	-29%
COc1cc(NC(=O)c2ccc(COCC(F)(F)F)cc2)cc(OC)c1OC	3	170	·	·	·	-36%	-3	170	2%
CC(C)(C)NC(=O)COC(=O)Cc1ccc(Cl)cc1	11	67	4	106	102	-19%	-11	67	-16%
O=C(CN1CCCCC1)NCCNC(=O)CN1CCCCC1	-18	136	0	106	106	-4%	18	136	-12%
CC(C)(C(=O)c1ccccc1)/[N+]([O-])=C/c1ccccc1	-9	104	·	·	·	·	9	104	·
COC(=O)c1ccc(C(c2c(N)n(Cc3ccccc3)c(=O)n(C)c2=O)N2CCOCC2)cc1 (configuration not stated)	-14	209	-1	76	77	-4%	14	209	-72%
CCC(O)(CCN1CCCCC1)c1ccccc1 (configuration not stated)	-6	113	·	·	·	7%	6	113	5%
Cc1ccc(-c2cc(-c3ccccc3O)nc(N/N=C/c3cccnc3)n2)cc1	-11	130	·	·	·	2%	11	130	7%
CCOC1(NC(=O)c2ccccc2)C(C)=CC(=O)C=C1C	5	73	4	86	82	0%	-5	73	-6%
CCCCOc1cccc(C(=O)O)c1	-9	164	-5	96	100	-1%	9	164	-19%
COc1cccc(NC(=O)CSc2nnc(-c3cc(-c4ccccn4)nc4ccccc34)o2)c1	-7	158	3	58	56	-2%	7	158	-32%
CCN(CC)C1CC(=O)N(c2cccc(C)c2)C1=O (configuration not stated)	·	·	6	96	90	-1%	·	·	1%
CCC(=O)Nc1nc(CC(=O)Nc2ccccc2)cs1	-12	123	3	98	95	-2%	12	123	-16%
CC1(C)CC(=O)C2=C(C1)N(Cc1ccco1)C(=O)C2(O)C(F)(F)F (configuration not stated)	13	73	-8	85	93	-3%	-13	73	7%
COC(=O)CC/C(C)=N\Nc1ccc([N+](=O)[O-])cc1[N+](=O)[O-]	1	124	·	·	·	1%	-1	124	1%
C=CCNc1nnc(SC2CC(=O)N(c3ccc(OC)cc3)C2=O)s1 (configuration not stated)	13	78	-15	77	92	4%	-13	78	-2%
CCOc1ccc(S(=O)(=O)NCC2CCCO2)cc1 (configuration not stated)	-18	95	-14	97	111	-11%	18	95	3%
CCC1CCCCN1C(=O)Cn1c(C(=O)OC)cc2ccsc21 (configuration not stated)	-4	165	-4	86	90	16%	4	165	-10%

(list continues)
SMILES	NFkB transloc inh	NFkB transloc inh cell count 2 µM	MRP reversal	MRP reversal cytotoxicity	MRP reversal with doxorubicin	Bcl-B TR3 displacers	NFkB transloc pot	NFkB transloc pot cell count 2 µM	PLAP inhibitors HTS
Cc1ccc(CCNc2ccccc2C)cn1	10	108	7	108	102	·	-10	108	·
CCOC(=O)CSc1nc(N)cc(=O)[nH]1	3	175	-7	95	102	-11%	-3	175	-5%
Cc1ccccc1C(O)c1ccccn1 (configuration not stated)	9	131	·	·	·	-6%	-9	131	-9%
Cc1occc1-c1nc(-c2ccccn2)no1	3	185	-11	82	93	2%	-3	185	-9%
N#Cc1nc(Cc2ccccc2)oc1N1CCN(c2ccccc2)CC1	-1	118	11	93	82	-3%	1	118	3%
CC(C)NC(C(=O)Nc1cc(Cl)cc(Cl)c1)c1ccccc1 (configuration not stated)	-35	140	·	·	·	1%	35	140	-40%
COc1ccc(C2=NN(CN3C(=O)C(=O)c4ccccc43)C(c3ccc(C)cc3)C2)cc1 (configuration not stated)	3	82	11	63	52	-2%	-3	82	-20%

An excerpt, so the mix of outcomes need not match the whole.
